Screening data as filed in PubChem.
LYPLA1 counter = blocks human lysophospholipase 1, a PME1 counter-screen; inhibition, % at 5.9 µM; O75608; recombinant LYPLA1, FP-Rh probe fluorescence polarization; AID 2174; 320,000 compounds, 0.16% hits;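 active = inhibition above the mean of all tested compounds plus 3 SD, set per campaign, cut at about 14% in these data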;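 also: inhibitors block serine hydrolase probe labeling of LYPLA1 so polarization falls; 0% = enzyme with DMSO and 100% = wells lacking LYPLA1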
Target sequence (O75608 whole entry, looked up): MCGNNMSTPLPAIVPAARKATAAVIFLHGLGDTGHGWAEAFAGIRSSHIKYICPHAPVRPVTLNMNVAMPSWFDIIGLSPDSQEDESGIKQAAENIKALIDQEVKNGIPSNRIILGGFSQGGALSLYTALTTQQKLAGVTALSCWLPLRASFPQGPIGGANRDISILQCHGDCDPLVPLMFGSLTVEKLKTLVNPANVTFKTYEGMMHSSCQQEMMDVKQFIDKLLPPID
PAD4 inh = blocks human protein arginine deiminase 4; Q9UM07; recombinant PAD4, RCA probe fluorescence polarization; inhibition, % at 6.36 µM; 330,000 compounds, 0.41% hits;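 active = percent inhibition above a cutoff equal to the mean of all tested compounds plus 3 SD, cut at about 15% in these data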;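 also: 0% = PAD4 with RCA probe and DMSO and 100% = probe without PAD4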
pPAFAH FP inh = inhibitors of human plasma PAF acetylhydrolase (pPAFAH); 330,000 compounds, 1.5% hits; Q13093; inhibition, % at 3.39 µM; recombinant pPAFAH, FP-rhodamine probe fluorescence polarization;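 active = inhibition above the mean inhibition across the screen plus 3 SD, cut at about 25% in these data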;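 also: inhibitors block binding of the rhodamine activity-based probe so polarization drops; 0% = enzyme with DMSO and 100% = wells lacking pPAFAH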
LYPLA2 counter = counter-screen for PME1 inhibitors: inhibitors of human LYPLA2. O95372. recombinant LYPLA2, FP-Rh probe fluorescence polarization. inhibition, % at 5.9 µM. 320,000 compounds, 0.38% hits. AID 2177;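 active = inhibition above the screen-wide mean plus 3 SD, limit set per campaign, cut at about 26% in these data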;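 also: 0% = LYPLA2 with DMSO and 100% = wells lacking LYPLA2 enzyme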
PAFAH2 inh = inhibitors of human PAFAH2 | 340,000 compounds, 0.99% hits | inhibition, % at 3.39 µM | Q99487 | recombinant PAFAH2, FP-rhodamine activity probe, fluorescence polarization | AID 492956;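 active = inhibition above the mean over all tested compounds plus 3 SD, cut at about 30% in these data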;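 also: inhibitors block probe labeling of enzyme so polarization drops; 0% = enzyme with DMSO and 100% = wells lacking PAFAH2 protein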
PAFAH1B3 inh = blocks human PAF acetylhydrolase 1B catalytic subunit 3 | Q15102 | recombinant PAFAH1B3, FP-rhodamine probe, fluorescence polarization | inhibition, % at 3.39 µM | 340,000 compounds, 0.28% hits;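 active = inhibition above the screen-wide average of all tested compounds plus 3 SD, cut at about 25% in these data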;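 also: 0% = enzyme with DMSO only and 100% = wells lacking PAFAH1B3 protein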
Target sequence (Q15102 whole entry, looked up): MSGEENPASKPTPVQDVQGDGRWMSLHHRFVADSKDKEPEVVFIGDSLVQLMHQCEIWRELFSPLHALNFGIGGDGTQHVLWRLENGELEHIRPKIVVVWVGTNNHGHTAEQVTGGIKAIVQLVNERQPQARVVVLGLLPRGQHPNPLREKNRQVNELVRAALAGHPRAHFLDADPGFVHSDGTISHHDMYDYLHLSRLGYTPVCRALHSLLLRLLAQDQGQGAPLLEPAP
GSTO1 counter = GSTO1 inhibition, counter-screen for RBBP9 inhibitors. P78417. recombinant GSTO1, activity-based probe fluorescence polarization. inhibition, % at 5.96 µM. 300,000 compounds, 1.1% hits. AID 1974;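 active = inhibition above the campaign mean inhibition plus 3 SD, cut at about 35% in these data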;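 also: 0% = GSTO1-1 with DMSO and 100% = wells lacking GSTO1-1 enzyme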
Target sequence (P78417 whole entry, looked up): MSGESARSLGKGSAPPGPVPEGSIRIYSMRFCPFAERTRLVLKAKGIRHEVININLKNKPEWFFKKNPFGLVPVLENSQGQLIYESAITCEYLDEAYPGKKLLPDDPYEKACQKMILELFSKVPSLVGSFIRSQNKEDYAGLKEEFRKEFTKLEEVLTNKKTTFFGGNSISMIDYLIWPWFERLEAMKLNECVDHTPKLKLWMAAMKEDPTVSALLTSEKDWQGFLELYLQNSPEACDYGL
PME-1 inh = blocks human protein phosphatase methylesterase 1; inhibition, % at 5.9 µM; recombinant PME-1, FP-Rh probe fluorescence polarization; 320,000 compounds, 0.53% hits; Q9Y570;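 active = inhibition above the campaign mean of all compounds plus 3 SD, cut at about 26% in these data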;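 also: competitive labeling of PME-1 active site by serine hydrolase directed probe; 0% = PME-1 with DMSO and 100% = wells lacking PME-1 enzyme; inhibitors block probe labeling so polarization falls and inhibition rises; many of its hits are not listed in these tables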
PAFAH1B2 FP inh = blocks human PAF acetylhydrolase 1b catalytic subunit 2; P68402; recombinant PAFAH1B2, FP-rhodamine activity probe, fluorescence polarization; inhibition, % at 3.39 µM; 340,000 compounds, 1.2% hits; AID 492953;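 active = inhibition above the mean of all tested compounds plus 3 SD, cut at about 24% in these data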;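 also: 0% = enzyme with DMSO and 100% = wells lacking PAFAH1B2; many of its hits are not listed in these tables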
Target sequence (P68402 whole entry, looked up): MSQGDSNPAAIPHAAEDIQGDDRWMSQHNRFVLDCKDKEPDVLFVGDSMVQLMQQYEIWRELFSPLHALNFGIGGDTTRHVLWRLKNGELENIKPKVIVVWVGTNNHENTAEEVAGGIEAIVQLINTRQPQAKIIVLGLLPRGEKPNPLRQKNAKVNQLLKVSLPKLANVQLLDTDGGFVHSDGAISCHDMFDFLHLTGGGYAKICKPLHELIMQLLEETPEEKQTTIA
* hit, by the source's call; · = not tested or not shown. An excerpt; rates above refer to the full screens.

SMILES	LYPLA1 counter	PAD4 inh	pPAFAH FP inh	LYPLA2 counter	PAFAH2 inh	PAFAH1B3 inh	GSTO1 counter	PME-1 inh	PAFAH1B2 FP inh
C=C(C)CN1C(=O)C2(OCCO2)c2cc(Br)ccc21	1	-3	4	-4	·	·	-2	3	·
C/C(Cn1nnc2ccccc21)=N\NC(=O)c1cccc(Br)c1	-3	6	7	-5	-1	1	-3	-8	-5
O=C(COc1ccc(Br)cc1Cl)NC1CCCCC1	4	1	10	-3	4	-5	0	2	2
Cc1cccc(CN2CCc3c(OCC(=O)NCc4ccco4)cccc3C2=O)c1	0	1	6	1	8	1	0	-3	1
CCOc1ccc(-c2cc(C(=O)NCCCN3CCOCC3)c3ccccc3n2)cc1	2	3	4	9	0	2	-2	0	2
COc1ccc(C(=O)OCCN2CCN(C3=NS(=O)(=O)c4ccccc43)CC2)cc1OC	1	1	2	5	-6	0	-1	0	1
COc1cc(N/C(=N/S(=O)(=O)c2ccccc2)c2ccccc2)ncn1	-2	2	0	0	-4	-4	3	-1	0
Cc1cccc(C(=O)Nc2ccc(C(=O)N/N=C/c3cccnc3)cc2)c1	-1	-8	4	3	-1	12	4	1	4
O=C(NC1CC1)C1=C[C@@H](c2csc3ccccc23)C[C@@H](OCCCCO)O1	-2	-4	7	-3	-2	1	5	4	1
COc1ccc2oc(C(=O)OCC(=O)NCCc3ccccc3)c(C)c2c1	0	2	8	-4	17	-2	-7	-1	0

Arranged by the number under PAD4 inh (low to high): three of the compounds above
| mol | PAD4 inh | pPAFAH FP inh | PAFAH2 inh | PAFAH1B3 inh | PME-1 inh | PAFAH1B2 FP inh |
| --- | --- | --- | --- | --- | --- | --- |
| O=C(NC1CC1)C1=C[C@@H](c2csc3ccccc23)C[C@@H](OCCCCO)O1 | -4 | 7 | -2 | 1 | 4 | 1 |
| O=C(COc1ccc(Br)cc1Cl)NC1CCCCC1 | 1 | 10 | 4 | -5 | 2 | 2 |
| CCOc1ccc(-c2cc(C(=O)NCCCN3CCOCC3)c3ccccc3n2)cc1 | 3 | 4 | 0 | 2 | 0 | 2 |

The main list resumes, starting 3 compounds before the break.
SMILES	LYPLA1 counter	PAD4 inh	pPAFAH FP inh	LYPLA2 counter	PAFAH2 inh	PAFAH1B3 inh	GSTO1 counter	PME-1 inh	PAFAH1B2 FP inh
Cc1cccc(C(=O)Nc2ccc(C(=O)N/N=C/c3cccnc3)cc2)c1	-1	-8	4	3	-1	12	4	1	4
O=C(NC1CC1)C1=C[C@@H](c2csc3ccccc23)C[C@@H](OCCCCO)O1	-2	-4	7	-3	-2	1	5	4	1
COc1ccc2oc(C(=O)OCC(=O)NCCc3ccccc3)c(C)c2c1	0	2	8	-4	17	-2	-7	-1	0
N#C/C(=C\C=C\c1ccccc1)C(=O)N1CCCC1	3	-2	5	5	-6	6	0	-8	3
O=C(NCCN1CCCC1)c1ccc2c(c1)N(Cc1cccc(Cl)c1)C(=O)c1ccccc1S2(=O)=O	-7	-2	-4	-10	-7	3	-2	0	0
CCCCN(C(=O)C(C)(C)Oc1ccc(Cl)cc1)c1c(N)n(CCC)c(=O)[nH]c1=O	-1	-2	3	-4	-4	9	·	2	2
Cc1ccc(CN2CCN(CC(=O)N/N=C/c3ccc(C)o3)CC2)cc1	0	-1	3	2	5	-1	5	-5	5
CCN(c1ccccc1)S(=O)(=O)c1ccc(OC)c(NC(=O)CN2C(=O)NC(C)(C)C2=O)c1	-3	0	8	0	3	7	·	5	-1
Cc1nc(SCC(=O)Nc2ccccc2Cl)oc1C	-2	-4	4	3	-3	6	-5	-4	-1
Cc1ccc(-c2csc(NC(=O)C3=NN(c4ccccc4)C(=O)CC3)n2)cc1	-7	1	8	-2	5	1	3	-5	-3
COc1ccc(C=O)cc1COc1ccc(F)cc1F	-2	0	10	-1	7	6	5	-18	1
CCCCSCCCNC(=S)Nc1ccccc1C	1	3	5	0	13	4	3	6	2
COc1cccc(NC(=O)N(C2CCCCC2)C(C)c2cccs2)c1 (stereo not given)	1	4	0	3	-1	-2	5	-2	4
Cc1cccc(N(CC(=O)NC(C)(C)C)C(=O)CCC(=O)Nc2ccccn2)c1	0	-3	-8	-3	3	7	8	-9	1
CC(NC(=O)Cn1cc(C(F)(F)F)cc(Cl)c1=O)c1ccccc1 (stereo not given)	2	1	2	3	-8	3	-5	-5	5
S=C(Nc1cccc2ccccc12)NN1CCOCC1	1	-5	-1	1	-5	8	-2	8	0
COc1ccc(N=C2SC(C(=O)Nc3ccc(C(=O)O)cc3)CC(=O)N2Cc2cccs2)cc1 (stereo not given)	-2	-2	8	16	-3	9	-8	-7	-1
CCOc1ccccc1NC(=O)CN1CCc2ccccc2C1	-1	3	0	-4	-1	5	7	7	4
CCN(CC)CCNc1ccc(Cl)cc1[N+](=O)[O-]	1	1	-2	-5	-2	0	-2	-6	-1
Nc1ccc2oc(C3CCCCC3)nc2c1	2	-11	3	0	0	8	1	1	3
CC1CN(c2ncnc3c2oc2ccccc23)CC(C)O1 (stereo not given)	0	-1	-1	6	-2	5	8	3	0
COc1ccc(CNC(=O)COC(=O)CC(NC(N)=O)c2ccc(Cl)cc2)cc1OC (stereo not given)	-2	5	4	1	4	5	·	1	5
O=C(N/N=C\c1ccccn1)C1COc2cc3ccccc3cc2O1 (stereo not given)	1	-3	0	-1	8	5	7	-1	8
CCOc1ccccc1Oc1coc2cc(OCC(=O)O)ccc2c1=O	1	4	4	0	6	0	-3	1	5
O=C(O)CC12CSc3[nH]c(=O)sc3C1c1ccccc1OC2=O (stereo not given)	1	0	1	9	·	·	1	2	·
CNc1nc(NN)nc(Nc2ccccc2)n1	-3	2	0	-5	-7	2	8	-4	-5
Cc1nc2c(nnn2Cc2c(Cl)cccc2Cl)c(=O)[nH]1	0	-2	-2	6	3	5	-3	0	2
O=S(=O)(NC1CCCCCCC1)c1ccc(F)cc1	5	-1	6	10	·	·	3	11	·
CCOc1ccc(NC(=O)CSc2nnc(Cc3cccn3C)n2-c2ccc(F)cc2)cc1	-1	-1	23	-5	1	3	-3	-6	5
COc1ccc(C(=O)OCC(=O)N2CCc3ccccc3C2)cc1OC	·	0	5	·	53*	5	·	·	6
C=C(C)c1cccc(C(C)(C)NC(=O)NC2CCCC2)c1	1	0	6	6	-5	5	-2	1	5
Cc1ccccc1OCCn1c(=O)sc2ccccc21	-5	-2	2	-9	-4	6	-1	0	7
CC(C)C[C@H](NC(=O)CCn1nnc2ccccc2c1=O)C(=O)O	2	5	-2	8	-3	4	10	1	2

5 compounds from above, reduced to LYPLA1 counter:
mol	LYPLA1 counter
Cc1nc(SCC(=O)Nc2ccccc2Cl)oc1C	-2
Cc1ccc(-c2csc(NC(=O)C3=NN(c4ccccc4)C(=O)CC3)n2)cc1	-7
COc1ccc(C=O)cc1COc1ccc(F)cc1F	-2
CCCCSCCCNC(=S)Nc1ccccc1C	1
COc1cccc(NC(=O)N(C2CCCCC2)C(C)c2cccs2)c1 (stereo not given)	1

(next part)
SMILES	LYPLA1 counter	PAD4 inh	pPAFAH FP inh	LYPLA2 counter	PAFAH2 inh	PAFAH1B3 inh	GSTO1 counter	PME-1 inh	PAFAH1B2 FP inh
O=C(COC(=O)c1cnccn1)NCCc1ccccc1	4	1	0	1	-2	-6	-2	-2	-1
COC(=O)c1cc(S(=O)(=O)N2CCC(c3ccccc3)C2)c[nH]1 (stereo not given)	2	-1	1	10	0	-5	2	2	4
Cc1nn(Cc2ccccc2)c(C)c1C(=O)N1CCN(S(=O)(=O)/C=C/c2ccccc2)CC1	1	-7	5	7	3	5	·	0	7
O=C(Nc1ccccc1C(=O)N1CCOCC1)c1ccc(Cl)cc1	1	-1	6	4	1	3	4	-4	-1
NS(=O)(=O)c1ccc(-n2nncc2-c2ccco2)cc1	4	2	7	4	1	-1	-5	2	5
CCCCC(=O)O[C@H]1CC[C@H]2[C@@H]3CCc4cc(O)ccc4[C@H]3CC[C@]12C	-8	-5	-2	-12	-8	1	0	-1	3
O=C(NCc1ccc(F)cc1)C1Cc2ccccc2CN1C(=O)c1ccco1 (stereo not given)	-4	4	-2	-5	1	11	3	1	5
Cc1cc(C)nc(NS(=O)(=O)c2ccc(N=NN(C)C)cc2)n1	-1	-2	5	-5	-1	11	9	1	-4
CCCCn1c(O)c(C(CC)=Nc2ccc3c(c2)CCC3)c(=O)[nH]c1=O	1	-1	2	5	6	-2	-1	2	2
O=C1C2C(C(=O)N1/N=C/c1cccc([N+](=O)[O-])c1)C1C=CC2C12CC2 (stereo not given)	4	4	4	8	-4	4	-1	9	4
CCCC(=O)Nc1ccc(C(=O)Nc2ccc([N+](=O)[O-])cc2OC)cc1	5	2	9	2	-5	-1	-6	-3	7
CCCC(=O)Nc1cc(C(=O)N(C)CC(OC)OC)ccc1S(=O)(=O)c1ccc(C)cc1	1	1	3	-1	-3	9	2	-5	0
Nc1nonc1-n1nnc(C(=O)N/N=C/c2ccccc2Cl)c1COc1ccc(F)cc1	-33	-4	-8	-70	-33	-14	-22	-66	-6
O=S(=O)(Nc1ncnc2sccc12)c1cccc(F)c1	·	-5	12	·	6	10	·	·	0
CCOC(=O)c1cnc(-c2ccccc2)nc1N1CCOCC1	-5	4	-2	-3	0	6	5	6	-2
Cc1ccc(CN(Cc2ccccc2)C(=S)NCC(=O)NCc2cccnc2)o1	2	-7	2	0	5	4	2	-3	4
O=C1C2CC=C(Cl)CC2C(=O)N1CN(Cc1ccco1)CN1C(=O)C2CC=C(Cl)CC2C1=O (stereo not given)	-1	-3	14	-2	-3	6	17	-5	-5
Nc1nc(NCC2CCCO2)nc(Nc2cccc(F)c2)c1[N+](=O)[O-] (stereo not given)	2	2	4	1	-2	9	13	-5	4
CCCCN(C(=O)CCn1c(=O)oc2ccccc21)c1ccccc1	-4	-2	-6	0	2	-1	6	4	16
CCC1CCCCN1CCCNC(=O)C(C)n1nc(C)c2sc3ccccc3c2c1=O (stereo not given)	2	-1	-1	4	8	8	13	-4	3
